# Assay outcomes as filed in PubChem BioAssay.
# Epigenetic derep = Quantitative High-Throughput Screen for Regulators of Epigenetic Control; murine LDR cells, GFP reporter derepression, 30 h; Potency, µM (titrated, usually from 53.9 µM), for the others: at the highest dose GFP activation, hits mostly activators; actives 0.2% (n = 280,000); AID 1865, 2009; active = well fitted activation curve with a large enough effect; inconclusive = small, poorly fitted or top-dose-only effect; also: % of control where 0% means no effect; nearly all actives have a fitted effect of over 60% in size
#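 Murine LDR cells bearing a silenced CMV-driven GFP reporter were exposed to compound for 30 h at 37 C. After PBS washes, GFP-positive cells (20-120 um objects) counted by laser-scanning microplate cytometry.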
# Numbers without * were called inactive; ? = inconclusive. Potency is read from the fitted curve at half-maximal effect. An excerpt; count on the stated rates, not on these rows.
SMILES,Epigenetic derep
Cc1cc(NC(=O)CN2CCC(O)CC2)nc2c1c(=O)oc1ccccc12,1.5%
O=C1c2[nH]nc(-c3ccc(Br)cc3)c2C(c2cccc(O)c2)N1c1ccc(Cl)cc1 (stereo unspecified),7.7%
Cc1cc(N2CCCCC2)nc2ccc(NC(=O)/C=C/c3ccccc3OC(C)C)cc12,-1.1%
Cc1cc(OC(C)C(=O)Nc2sc3c(c2C(N)=O)CCCC3)ccc1Cl (stereo unspecified),0.0%
CCOC(=O)CC(NC(=O)CCc1c(C)nc2c(-c3ccccc3)c(C)nn2c1C)c1ccc(OC(C)C)cc1 (stereo unspecified),-1.1%
COc1ccc(C2C=C(c3ccccc3)Nc3nc(NC(=O)/C=C/c4ccc(F)cc4)nn32)cc1 (stereo unspecified),-3.4%
CCC(=O)N1CCc2cc(S(=O)(=O)NCCC(=O)Nc3ccc(C)cc3)ccc21,2.7%
COc1ccc(Cn2c(=O)[nH]c3cc(C(=O)N4CCN(c5cc(Cl)ccc5C)CC4)ccc3c2=O)cc1,?
Cc1ccc(-c2nc3ccccn3c2Nc2ccc3c(c2)OCCO3)o1,-0.2%
COc1ccc(-c2c(C)nn3c(N4CCC(C(=O)NCCC(C)C)CC4)cc(C)nc23)cc1OC,3.3%
Cc1ccc2c(c1)c1c(c(=O)n(Cc3ccccc3)c(=O)n1CC(=O)Nc1ccccc1C)n2C,1.4%
Cc1ccc(C(=O)c2oc3ccccc3c2NC(=O)Cc2coc3cc(C)ccc23)cc1,-1.0%
COc1ccccc1-c1cc(C(F)(F)F)nc(S(=O)(=O)CCCC(=O)Nc2ccc(F)c(Cl)c2)n1,1.8%
CC1Cc2cc(S(=O)(=O)CCC(=O)Nc3ccc(F)cc3Cl)ccc2N1C(=O)C1CC1 (stereo unspecified),0.7%
COc1ccc(C2c3cc(OC)c(OC)cc3CC(=O)N2c2ccc(C)c(F)c2)cc1 (stereo unspecified),0.8%

# Filtered by structure: those above with an NH in an aromatic ring
SMILES,Epigenetic derep
O=C1c2[nH]nc(-c3ccc(Br)cc3)c2C(c2cccc(O)c2)N1c1ccc(Cl)cc1 (stereo unspecified),7.7%
COc1ccc(Cn2c(=O)[nH]c3cc(C(=O)N4CCN(c5cc(Cl)ccc5C)CC4)ccc3c2=O)cc1,?

# Carrying on.
SMILES,Epigenetic derep
CCCCc1nn2c(=O)cc(CN(CC)c3ccccc3)nc2s1,-2.7%
CCCN(C(=O)c1cc2c(Cl)nc3ccccc3c2s1)c1cccc(C)c1,0.0%
Cc1ccc(C(C)C)c(OCC(=O)Nc2ccc3c(c2)nc(CCNC(=O)c2ccco2)n3C)c1,2.7%
O=C(O)CCn1cnc2onc(-c3ccccc3Cl)c2c1=O,-4.5%
CCc1cccc(C)c1NC(=O)CSc1nnc(N)s1,-1.6%
Cc1ccc(C)c(Cn2c(=O)n(CCCCCC(=O)NCc3ccc4c(c3)OCO4)c(=O)c3sccc32)c1,5.3%
Cc1ccc(N2CCN(c3c(CN4CCCC4)c(=O)oc4ccccc34)CC2)c(C)c1,1.7%
CCOc1ccc(Nc2c(S(=O)(=O)c3ccccc3)cnc3ccc(F)cc23)cc1,2.5%
CCN(CC)c1ccc(NC(=O)Cn2c(C)c3cnn(-c4ccccc4)c(=O)c3c2C)c(C)c1,?
CC(C)NC(=O)N1[C@H](c2cccs2)[C@@H](C)C(=O)[C@@H](C)[C@@H]1c1cccs1,-2.8%
CCc1ccc(C(=O)N2CCC(c3nc(-c4ccc(S(=O)(=O)N5CCCC5)cc4)no3)CC2)cc1,2.7%
COc1ccc(Nc2cc(C(=O)NCCc3ccccc3)c3ccccc3n2)cc1OC,-1.0%
Cc1c(Cl)cccc1NC(=O)c1ccc(C(=O)Nc2cccc(Cl)c2C)cc1,-0.8%
Cc1ccc(-c2nc(CS(=O)(=O)CC(=O)NCCc3ccccc3)c(C)o2)cc1,-1.1%
O=C(/C=C/c1cn(CC(O)CN2CCCCCC2)c2ccccc12)c1ccccc1 (stereo unspecified),9.3%
CCCSc1ncc(Cl)c(C(=O)Nc2sc(C(C)=O)c(C)c2C(=O)OCC)n1,-1.9%
COc1ccc(CCNC(=O)CCCn2c(=O)c3ccccc3n(CC(=O)Nc3ccccc3C)c2=O)cc1OC,-1.8%
CCc1ccccc1Nc1cc(C(=O)NCCc2ccccc2)c2ccccc2n1,-1.3%
CSc1ccc(CNC(=O)Cn2ccc3cc(S(=O)(=O)N4CCCC4)ccc32)cc1,1.3%
COc1ccc(Br)cc1C(=O)Nc1ccc(-c2nc3ncccc3o2)cc1C,3.9%
Cc1cccc(C(=O)Nc2nc(-c3nnn(-c4cc(C)ccc4C)c3C)ns2)c1,-0.5%
O=C(Nc1ccccc1Br)C(Cc1ccccc1)NS(=O)(=O)c1cccc2nsnc12 (stereo unspecified),6.0%
COc1ccc(C(=O)Nc2ccccc2-c2nc(-c3ccc(OC)cc3)no2)cc1,-4.5%
CC(=O)N1CCc2c(sc3c2c(=O)n(-c2cccc(Cl)c2C)c(=O)n3Cc2ccccc2C)C1,0.8%
CCCCOc1ccc(NC(=O)c2cc3c(n(-c4ccc(Cl)cc4)c2=O)CCCC3=O)cc1,-1.6%
Cc1ccc2cc3cc(C(=O)N(C)c4ccccc4C)oc3nc2c1,0.3%
CCOc1ccc(NC(=O)CC2C(=O)N(c3ccccc3)C(=O)N2Cc2cccc(OC)c2)cc1 (stereo unspecified),1.1%
N#Cc1ccccc1NC(=O)CSc1nnc(N)s1,-0.8%
COc1ccc(OC)c(CCNC(=O)c2ccc3c(c2)c(C)c(C)n3Cc2ccccc2)c1,-5.0%
COc1cc(CN(C(=O)c2cc3ccccc3oc2=O)C2CCS(=O)(=O)C2)cc(OC)c1OC (stereo unspecified),-1.9%
COc1ccc(OC)c(C(=O)c2c(N)c(-c3nc(-c4ccc(C)c(C)c4)cs3)c3ccccn23)c1,?
CCOc1ccc(-c2noc(CSc3nnc(-c4ccccc4)n3-c3ccccc3)n2)cc1,0.0%
COc1ccccc1Nc1nn2c(=O)c3ccc(C(=O)NCCC4=CCCCC4)cc3nc2s1,0.7%
CCN(CC)CCNC(=O)c1sc2nc(C)cc(C)c2c1-n1cccc1,7.3%
CCOc1ccc(C(=O)Nc2ccc(-c3nc4cc(CC)ccc4o3)cc2)cc1,-0.8%
CC(C)(C)C(=O)Nc1nc2nc(-c3ccccc3)cc(=O)n2[nH]1,1.6%
CCCCN(CC)CCNC(=O)Cn1cc2c(n1)-c1c(oc(C(=O)N3CCCC3)c1C)CC2,1.0%
Cc1ccc(C)c(CN2C(=O)c3ccccc3S(=O)(=O)c3ccc(C(=O)N(C)C4CCCCC4)cc32)c1,0.0%
Cc1ccc(C(=O)c2sc(Nc3ccc(F)cc3)c(C#N)c2N)cc1,0.0%
COc1ccc(-c2ccc3c(N)c(C(=O)Nc4ccc(C)cc4C)sc3n2)cc1OC,?
Cc1ccc(NC(=O)CN2C(=O)COc3ccc(S(=O)(=O)Nc4ccccc4)cc32)c(C)c1,0.6%
COc1ccc(CNC(=O)CSc2nc3ccsc3c(=O)n2Cc2ccccc2Cl)cc1,-0.9%
COc1ccc(Nc2nc3ccc(Cl)cc3n3nnnc23)cc1OC,?
Cc1ccccc1C(=O)Oc1c(Sc2ccccc2)c(C)nn1C(C)(C)C,0.2%
CC(C)c1ccc(NC(=O)C(Cc2ccccc2)NS(=O)(=O)c2ccc3c(c2)CCC(=O)N3)cc1 (stereo unspecified),-1.9%
CCN(C(=O)Cn1cc(S(=O)(=O)N2CCN(c3ccccc3F)CC2)c2ccccc2c1=O)c1ccc(C)c(C)c1,1.3%
COc1ccc(CN2C(=O)c3oc4ccc(F)cc4c(=O)c3C2c2ccc(O)cc2)cc1 (stereo unspecified),1.0%
COc1ccc(N2CCN(C(=O)CCC(=O)NNc3nc4ccccc4c4nc(C)nn34)CC2)cc1,-1.1%
COc1cccc(OCc2nc3ccccc3n2Cc2ccccc2)c1,-1.9%
Cc1c(Cl)cccc1NC(=O)c1ccc2snnc2c1,0.0%
CCOC(=O)C1=C(C)NC(=O)NC1c1cn(-c2ccccc2)nc1-c1ccc(OC(C)C)cc1 (stereo unspecified),-2.1%
COc1ccccc1NC(=O)C1CCN(S(=O)(=O)c2ccc3[nH]c4c(c3c2)CCCCC4)CC1,2.7%
Cc1cccc(N2CCN(C(=O)c3cccc(-n4c(C)nc5cccnc54)c3)CC2C)c1 (stereo unspecified),3.5%
COc1ccccc1CNC(=O)c1cc2cccc3c2n1CC(C)S3 (stereo unspecified),-3.2%
COCCCN1C(=O)c2ccccc2CC1(C)C(=O)NC1CCCCC1 (stereo unspecified),0.0%
CCc1ccc(CNC(=O)c2cccc(-n3c(C)nc4cccnc43)c2)cc1,2.1%
COc1cccc(C2NC(=O)c3n[nH]c(-c4cccs4)c32)c1 (stereo unspecified),-0.9%
COc1ccccc1NC(=O)CCCOc1cc(=O)n(C)c2ccccc12,0.8%
O=S(=O)(c1ccc(F)cc1)N(CC(O)Cn1c2ccccc2c2ccccc21)c1ccccc1 (stereo unspecified),1.8%
CCc1ccc(C2CC(=O)c3c([nH]c(C(=O)OC4CCC(C)CC4)c3C)C2)cc1 (stereo unspecified),4.1%

# Exported with values ahead of the structure: part of the list above.
Epigenetic derep	molecule
-1.1%	COc1ccc(N2CCN(C(=O)CCC(=O)NNc3nc4ccccc4c4nc(C)nn34)CC2)cc1
-1.9%	COc1cccc(OCc2nc3ccccc3n2Cc2ccccc2)c1
0.0%	Cc1c(Cl)cccc1NC(=O)c1ccc2snnc2c1

# Carrying on.
SMILES,Epigenetic derep
Cc1cc(=O)n2nc(N(C)CC(=O)NCc3ccccc3C)sc2n1,-2.5%
CCOC(=O)COc1ccccc1C1C(C(=O)OC)=C(C)NC2=C1C(=O)c1ccccc12 (stereo unspecified),-0.7%
CCCOc1ccc(C2CC(=O)Nc3c2c(=O)n(C)c(=O)n3C)cc1OC (stereo unspecified),0.7%
CCN(C(=O)C(Cc1ccccc1)NS(=O)(=O)c1cccc2nsnc12)c1ccccc1 (stereo unspecified),-1.2%
CCCc1ccc(C2Sc3ccccc3NC3=C2C(=O)c2ccccc23)cc1 (stereo unspecified),-2.1%
CC(C)c1cc(-c2nc(-c3ccc(Cl)cc3)no2)n[nH]1,10%
CCn1cc(C(=O)N2CCN(c3cccc(C(F)(F)F)c3)CC2)c2cc(OC)c(OC)cc2c1=O,-1.1%
COc1ccc(Cl)cc1NC(=O)Cn1nc(C(F)(F)F)c2c1CCCC2,-1.0%
CCOc1ccc(CN(CCc2ccc3c(c2)OCO3)Cc2cc(OC)c(OC)cc2OC)cc1,-1.6%
Clc1ccc(Nc2c(-c3cccs3)nc3ccc(Cl)cn23)cc1,0.9%
COc1ccc(C)cc1NC(=O)CC1NCCNC1=O (stereo unspecified),-1.1%
CCOc1ccc(CC(=O)Nc2c(C(=O)c3ccc(F)cc3)oc3ccc(Cl)cc23)cc1OCC,?
CCc1ccc(-n2c(N3CCN(c4ccc(F)cc4)CC3)nc3ccccc3c2=O)cc1,2.4%
COc1cccc(NC(=O)CC2NCCNC2=O)c1 (stereo unspecified),2.0%
COc1ccc(Nc2nc3ccccc3nc2NS(=O)(=O)c2ccc(Cl)cc2)cc1OC,0.1%
CCn1cc(CNC(=O)c2cc(-c3ccc(C)c(C)c3)nc3ccccc23)c(C)n1,0.0%
Cc1ccc(CNC(=O)CSCc2nc(-c3cccc(C)c3)oc2C)cc1,-0.3%
Cc1ccccc1Cn1cc(NC(=O)c2cc(-c3ccc(Cl)cc3)on2)cn1,0.0%
COc1ccc(C2NC(=O)N(C)C3=C2C(=O)N(c2cccc(Cl)c2)C3)cc1 (stereo unspecified),-1.1%
Cc1cccc(Cn2c(=O)n(CCC(=O)NCCc3ccc(Cl)cc3)c(=O)c3sccc32)c1,-0.1%
COc1cccc(/C=C/c2nc(C#N)c(NCCN(C)C)o2)c1,?
COc1cc(C2NC(=O)N(C)C3=C2C(=O)N(c2cccc(Cl)c2)C3)ccc1O (stereo unspecified),-0.2%
CCOc1ccccc1C(=O)N(Cc1ccco1)Cc1ccccc1F,4.0%
Nc1nn(-c2ccccc2)nc1C(=O)OCc1ccccc1Br,14%
CCc1ccc(NC(=O)CCNC(=O)Cn2cnc3ccccc3c2=O)cc1,-1.1%
Cc1ccccc1NC(=O)c1c(NC(=O)c2cccs2)sc2c1CCC(C)C2 (stereo unspecified),-0.8%
CC(c1ccccc1)n1cc2c(c1-c1ccccc1Br)c(=O)n(C)c(=O)n2C (stereo unspecified),3.8%
Cc1cccc(NC(=O)/C(C#N)=C/c2ccc(C)o2)c1,0.8%
Cc1ccc(-c2nnc(SCc3ccccc3C#N)o2)cc1,1.9%
CCC(=O)N1CCc2cc(Br)cc(S(=O)(=O)CCC(=O)N3CCN(c4ccc(F)cc4)CC3)c21,0.9%

# Molecules from the list above containing a CF3 group (3):
SMILES,Epigenetic derep
COc1ccccc1-c1cc(C(F)(F)F)nc(S(=O)(=O)CCCC(=O)Nc2ccc(F)c(Cl)c2)n1,1.8%
CCn1cc(C(=O)N2CCN(c3cccc(C(F)(F)F)c3)CC2)c2cc(OC)c(OC)cc2c1=O,-1.1%
COc1ccc(Cl)cc1NC(=O)Cn1nc(C(F)(F)F)c2c1CCCC2,-1.0%

# Three compounds already listed, arranged by count of non-hydrogen atoms, rising.
SMILES,Epigenetic derep
Cc1cccc(NC(=O)/C(C#N)=C/c2ccc(C)o2)c1,0.8%
CCOc1ccccc1C(=O)N(Cc1ccco1)Cc1ccccc1F,4.0%
CCC(=O)N1CCc2cc(Br)cc(S(=O)(=O)CCC(=O)N3CCN(c4ccc(F)cc4)CC3)c21,0.9%
